BLM inh = Bloom syndrome helicase (human) inhibition; recombinant BLM DNA unwinding, fluorescence dequenching; P54132; AID 2528; Potency, µM (top dose mostly 56.1 µM), without a hit: top-dose activity change, negative = inhibition, usual class: inhibitors; 350,000 tested, 0.2% active; active = well fitted inhibition curve with a large enough effect;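 also: plate controls were vehicle for no effect and no enzyme for full effect; nearly all actives have a fitted effect of over 35% in size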
Target sequence (P54132 whole entry, looked up): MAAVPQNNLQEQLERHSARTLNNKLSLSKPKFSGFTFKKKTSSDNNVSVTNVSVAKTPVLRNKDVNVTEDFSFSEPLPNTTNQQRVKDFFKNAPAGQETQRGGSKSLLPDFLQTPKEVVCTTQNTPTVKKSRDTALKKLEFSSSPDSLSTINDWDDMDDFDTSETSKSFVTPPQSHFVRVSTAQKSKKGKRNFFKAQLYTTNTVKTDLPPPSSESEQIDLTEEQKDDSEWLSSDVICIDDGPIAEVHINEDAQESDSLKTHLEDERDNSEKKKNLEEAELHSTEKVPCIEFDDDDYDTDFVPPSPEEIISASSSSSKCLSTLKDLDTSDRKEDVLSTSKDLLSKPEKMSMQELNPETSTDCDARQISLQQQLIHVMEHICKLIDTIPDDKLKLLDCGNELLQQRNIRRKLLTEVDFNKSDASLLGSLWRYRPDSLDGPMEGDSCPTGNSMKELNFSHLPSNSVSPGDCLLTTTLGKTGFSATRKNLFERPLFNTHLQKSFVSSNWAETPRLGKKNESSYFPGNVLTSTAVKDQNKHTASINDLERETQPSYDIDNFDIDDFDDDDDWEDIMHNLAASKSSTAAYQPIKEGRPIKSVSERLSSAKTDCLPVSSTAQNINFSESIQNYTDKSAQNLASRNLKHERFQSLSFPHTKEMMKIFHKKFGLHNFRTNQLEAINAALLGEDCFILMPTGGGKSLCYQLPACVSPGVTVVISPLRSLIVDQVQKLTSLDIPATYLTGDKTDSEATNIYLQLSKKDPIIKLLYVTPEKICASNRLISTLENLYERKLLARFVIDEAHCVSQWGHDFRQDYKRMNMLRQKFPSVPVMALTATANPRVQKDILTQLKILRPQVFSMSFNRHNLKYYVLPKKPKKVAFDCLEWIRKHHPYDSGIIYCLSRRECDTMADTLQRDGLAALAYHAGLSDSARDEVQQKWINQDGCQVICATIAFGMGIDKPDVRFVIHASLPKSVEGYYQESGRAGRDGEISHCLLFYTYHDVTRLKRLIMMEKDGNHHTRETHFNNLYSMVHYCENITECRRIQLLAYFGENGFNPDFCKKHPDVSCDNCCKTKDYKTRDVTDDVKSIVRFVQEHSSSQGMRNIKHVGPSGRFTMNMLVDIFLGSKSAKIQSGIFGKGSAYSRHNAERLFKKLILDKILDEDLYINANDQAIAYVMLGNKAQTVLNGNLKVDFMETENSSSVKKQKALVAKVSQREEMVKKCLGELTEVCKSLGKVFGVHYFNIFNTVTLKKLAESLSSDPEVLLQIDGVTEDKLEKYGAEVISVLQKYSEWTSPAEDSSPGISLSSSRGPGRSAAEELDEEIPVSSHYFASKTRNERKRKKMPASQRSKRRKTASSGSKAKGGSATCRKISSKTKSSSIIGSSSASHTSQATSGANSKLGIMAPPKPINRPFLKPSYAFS
Starred values were filed as active, the others as inactive; & = joins results of further samples; [ ] = remark or other dose. Potency is read from the fitted curve at half-maximal effect. The list is partial, so the mix of outcomes need not match the whole.

Start of the listing, in advance (15 entries):
BLM inh	SMILES
6.4%	C=CCOC(=O)N[C@@H](c1ccccc1)[C@@H](C)[N+](=O)[O-]
2.8%	C=CCOC(=O)NC(c1ccc(F)c(F)c1)S(=O)(=O)c1ccc(Cl)cc1 (configuration not stated)
1.6%	COc1cc(O)c(C(=O)c2ccccc2)cc1O
-18.3%	Cc1ccc2c(c1)c(CC(NC(=O)c1ccccc1Oc1ccccc1)C(=O)O)cn2C(=O)OCc1ccccc1 (configuration not stated)
0.5%	COc1ccccc1-c1cc(=O)c2cc(O)ccc2o1
-1.5%[12.4 µM]	CC#CCN1c2ccccc2[C@]23C[C@@H](C(=O)OC)N(C(=O)CC(C)C)C2=NC(C(=O)OC)=C(C(=O)OC)[C@H]13
3.9%	Cc1cccc(-c2nn(C(=S)Nc3ccccc3)cc2-c2ccnc3ccccc23)n1
-2.7%[12.4 µM]	C=CCN1c2ccccc2[C@]23C[C@@H](C(=O)OC)N(S(=O)(=O)c4ccc(C)cc4)C2=NC(C(=O)OC)=C(C(=O)OC)[C@H]13
-18.7%[12.4 µM]	C=CC1=C2C=C(C3CC3)N(C3CCCC3)C=C2C(=O)C(C)(OC(=O)c2ccco2)C1=O (configuration not stated)
4.0%	COc1cccc([C@@H]2Oc3ccc(OC)cc3C(=O)[C@H]2OC(=O)NS(=O)(=O)c2ccc(C)cc2)c1
-2.5%	CCCCC/C=C\C/C=C\C/C=C\CCCCCCC(=O)O[C@H](COCCCCCCCCCCCCCCCC)COP(=O)([O-])OCC[N+](C)(C)C
-7.2%	C=C(CC1([C@@H](NP(=O)(c2ccccc2)c2ccccc2)[C@H]2C[C@@H]2CCN(C(=O)OCC)S(=O)(=O)c2ccc(C)cc2)CC1)c1ccccc1
-2.4%	CCCn1c(C)nc2c(NCCN3CCCC3)nc(C)nc21
-6.5%	COc1ccccc1/C=C\C(=O)OC[C@@H]1CCCN2CCCC[C@H]12
-8.8%[12.4 µM]	C=C(C)C(O)/C=C/CCCCCCC (configuration not stated)

The whole of this part, repeating the preview:
BLM inh	SMILES
6.4%	C=CCOC(=O)N[C@@H](c1ccccc1)[C@@H](C)[N+](=O)[O-]
2.8%	C=CCOC(=O)NC(c1ccc(F)c(F)c1)S(=O)(=O)c1ccc(Cl)cc1 (configuration not stated)
1.6%	COc1cc(O)c(C(=O)c2ccccc2)cc1O
-18.3%	Cc1ccc2c(c1)c(CC(NC(=O)c1ccccc1Oc1ccccc1)C(=O)O)cn2C(=O)OCc1ccccc1 (configuration not stated)
0.5%	COc1ccccc1-c1cc(=O)c2cc(O)ccc2o1
-1.5%[12.4 µM]	CC#CCN1c2ccccc2[C@]23C[C@@H](C(=O)OC)N(C(=O)CC(C)C)C2=NC(C(=O)OC)=C(C(=O)OC)[C@H]13
3.9%	Cc1cccc(-c2nn(C(=S)Nc3ccccc3)cc2-c2ccnc3ccccc23)n1
-2.7%[12.4 µM]	C=CCN1c2ccccc2[C@]23C[C@@H](C(=O)OC)N(S(=O)(=O)c4ccc(C)cc4)C2=NC(C(=O)OC)=C(C(=O)OC)[C@H]13
-18.7%[12.4 µM]	C=CC1=C2C=C(C3CC3)N(C3CCCC3)C=C2C(=O)C(C)(OC(=O)c2ccco2)C1=O (configuration not stated)
4.0%	COc1cccc([C@@H]2Oc3ccc(OC)cc3C(=O)[C@H]2OC(=O)NS(=O)(=O)c2ccc(C)cc2)c1
-2.5%	CCCCC/C=C\C/C=C\C/C=C\CCCCCCC(=O)O[C@H](COCCCCCCCCCCCCCCCC)COP(=O)([O-])OCC[N+](C)(C)C
-7.2%	C=C(CC1([C@@H](NP(=O)(c2ccccc2)c2ccccc2)[C@H]2C[C@@H]2CCN(C(=O)OCC)S(=O)(=O)c2ccc(C)cc2)CC1)c1ccccc1
-2.4%	CCCn1c(C)nc2c(NCCN3CCCC3)nc(C)nc21
-6.5%	COc1ccccc1/C=C\C(=O)OC[C@@H]1CCCN2CCCC[C@H]12
-8.8%[12.4 µM]	C=C(C)C(O)/C=C/CCCCCCC (configuration not stated)
8.5%	CN(C)C(=O)c1ccc(-c2nc(N(C)C)c3ccccc3n2)cc1
3.8%	CC[C@H](C)[C@H](NC(=O)[C@H](Cc1ccccc1)NC(=O)[C@H](C)NC(=O)[C@H](CC(=O)O)NC(=O)[C@H](CCCCN)NC(=O)[C@H](CO)NC(=O)[C@@H]1CCCN1C(=O)[C@@H]1CCC(=O)N1)C(=O)NCC(=O)N[C@@H](CC(C)C)C(=O)N[C@@H](CCSC)C(N)=O
0.7%	COC(=O)N1[C@H](C)C=C[C@]1(Cc1ccccc1)C(=O)NCc1ccc(C)o1
-6.8%	CC[C@H](C)[C@H](NC(=O)[C@H](CCC(=O)O)NC(=O)[C@@H](N)CO)C(=O)N[C@@H](CCC(N)=O)C(=O)N[C@@H](CC(C)C)C(=O)N[C@@H](CCSC)C(=O)N[C@@H](Cc1cnc[nH]1)C(=O)N[C@@H](CC(N)=O)C(=O)N[C@@H](CC(C)C)C(=O)NCC(=O)N[C@@H](CCCCN)C(=O)N[C@@H](Cc1cnc[nH]1)C(=O)N[C@@H](CC(C)C)C(=O)N[C@@H](C)C(=O)N[C@@H](CO)C(=O)N[C@H](C(=O)N[C@@H](CCC(=O)O)C(=O)N[C@@H](CCCNC(=N)N)C(=O)N[C@@H](CCSC)C(=O)N[C@@H](CCC(N)=O)C(=O)N[C@@H](Cc1c[nH]c2ccccc12)C(=O)N[C@@H](CC(C)C)C(=O)N[C@@H](CCCNC(=N)N)C(=O)N[C@@H](CCCCN)C(=O)N[C@@H](CCCCN)C(=O)N[C@@H](CC(C)C)C(=O)N[C@@H](CCC(N)=O)C(=O)N[C@@H](CC(=O)O)C(=O)N[C@H](C(=O)N[C@@H](Cc1cnc[nH]1)C(=O)N[C@@H](CC(N)=O)C(=O)N[C@@H](Cc1ccccc1)C(=O)O)C(C)C)C(C)C
-1.0%	CC1OC(OCC2OC(Oc3c(-c4ccc(O)c(O)c4)oc4cc(O)cc(O)c4c3=O)C(O)C(O)C2O)[C@@H](O)C(O)C1O (some centres not stated)
-0.1%	Cc1ccc(Sc2cncc3sc(C(N)=O)cc23)cc1
-11.6%&-11.3%[12.4 µM]	COc1ccc(-c2ccc3c(n2)CCCN3C[C@H](O)CN2CCCc3nc(-c4ccc(Br)cc4)ccc32)cc1
0.8%	CC(C)C[C@@H](CC(=O)N[C@H](CC(=O)N[C@@H]1CCCC[C@H]1C(=O)N[C@H](CC(=O)N[C@@H](CCC(=O)O)CC(=O)O)Cc1ccccc1)C(C)C)NC(=O)[C@@H]1CNCC[C@H]1N
-0.1%	CCN1C(C)=C(C(=O)OC(C)C)C(c2ccccc2Cl)C2=C1COC2=O (configuration not stated)
2.4%	COC(=O)CC1Oc2cc3oc4c(c3cc2O1)C(=O)CC(C)(C)C4 (configuration not stated)

Later entries
BLM inh	SMILES
2.3%	C=CCOC(=O)N[C@H](/C(C(=O)OC)=C(\C)NCc1ccccc1)c1ccc(C)cc1
-19.4%	O=C(Nc1ccc(Br)cc1)c1cccc(S(=O)(=O)Nc2ccc(Br)cc2)c1
-10.0%	COc1ccc(-c2oc3cc(O[C@@H]4OC(CO)C(O)C(O)C4O)c(OC)c(O)c3c(=O)c2OC)cc1O (some centres not stated)
2.0%[12.4 µM]	C[C@@H]1CC[C@H]2C(=O)NC[C@@H](O)CN2[C@@H]1c1ccc(Br)cc1
1.9%	C=C(C)CC(C)(C)C
-25.0%	COCOc1cc(OC)ccc1C(=O)/C=C/c1ccc([N+](=O)[O-])cc1
-7.9%	COc1cccc([C@@H]2Oc3ccc(Br)cc3C(=O)[C@H]2OC(=O)Nc2ccc(OC(F)F)cc2)c1
7.0%	N#Cc1ccccc1-c1cncnc1NCc1cccnc1
0.2%[12.4 µM]	CO[C@@H]1COC(=O)[C@H]2CCCN2C(=O)C/C=C\[C@@H](C)[C@H](OC)COC(=O)[C@H]2CCCN2C(=O)C/C=C\[C@H]1C
21.5%	Cc1cccc(CNc2ncnc3ccc(-c4ccccc4CN(C)C)cc23)c1
-5.3%	CC(=O)OC1CC[C@]2(C)C(CC[C@@]3(C)C2C(=O)C=C2C4C(C)C(C)CC[C@@]4(C(=O)O)CCC23C)C1(C)C (some centres not stated)
-11.3%	CCCCCCCCCCCCCCCC(=O)O[C@H](CC(=O)O)C[N+](C)(C)C
1.4%	CC12CCCC(O)(C1)C1CC(C)(C)C1CC2 (configuration not stated)
3.6%	CNc1ncnc2c1ncn2[C@H]1C[C@H](OP(=O)(O)O)[C@H](COP(=O)(O)O)O1
-7.9%	CC(=O)NC(C(=O)O)C(C)(C)SN=O (configuration not stated)
0.9%	CC[C@]1(c2ccccc2)NC(=O)NC1=O
-9.8%[12.4 µM]	C=C(C)C(O)/C=C/c1ccc(OC)cc1 (configuration not stated)
-1.2%	O=c1c(O)c(-c2cccc(O)c2)oc2ccccc12
-7.6%	COc1cc(/C=C\c2ccc(OC)cc2OC)cc(OC)c1
-6.2%	O=c1c(O)c(-c2ccc(O)cc2)oc2cc(O)ccc12
-12.8%	COc1ccc(C=C2c3ccccc3C(=O)c3ccccc32)cc1O
-0.8%	CC1=CC[C@@]2(CO)COC(c3ccccc3O)C1C2 (some centres not stated)
-7.8%	COC(=O)c1ccc(C(NC(=O)OCc2ccccc2)/C(C)=C/[C@@H](C)C(=O)NCc2nc3ccccc3s2)cc1 (some centres not stated)
-2.1%	NCCCC[C@H](NC(=O)CNC(=O)[C@@H]1CCCN1C(=O)[C@H](Cc1ccc(O)cc1)NC(=O)CN)C(=O)N[C@@H](Cc1ccccc1)C(=O)O
-0.4%[12.4 µM]	CCOC(=O)[C@]1(C(NC(=O)OC)c2cccc(F)c2)CCCC1=O (some centres not stated)

New compounds follow.
BLM inh	SMILES
-14.6%	COc1c(Cl)ccc(Cl)c1C(=O)O
-5.4%	C[C@@H](C(=O)Nc1ccc2ccccc2c1)[C@H]1C[C@]1(C)[C@H](NC(=O)Oc1ccc(F)cc1)c1ccccc1
0.9%	COc1cccc2c1C(=O)CC(c1ccccc1)O2 (configuration not stated)
-2.8%[12.4 µM]	CC12C=C(/C=C/C=C/c3ccco3)C(C)(C1)C(/C=C/c1ccco1)CC2=O (configuration not stated)
5.7%&1.6%[12.4 µM]	COCn1c2ccccc2c2nnc(C(C)=O)nc21
-4.3%&0.1%[12.4 µM]	C=CCOC(=O)/C=C/NC(=O)/C=C/C=C/CCCCCCCC(C)O (configuration not stated)
-6.1%[12.4 µM]	CO[C@H]1COC(=O)CCC[C@@H](C)[C@H](OC)COC(=O)[C@H]2CCCN2C(=O)C/C=C\[C@@H]1C
4.3%	COc1ccccc1CNc1ncncc1-c1ccccc1CN(C)C
-0.1%[12.4 µM]	CCCNC(=O)OC[C@H]1O[C@@H](CCO/N=C2/C[C@@H](O)[C@@H](O)[C@@H]3[C@@H]4C(=O)N(CC)C(=O)[C@H]4CC[C@@H]23)C=C[C@@H]1Oc1ccc(OC)cc1
1.2%[12.4 µM]	CC1(OC(=O)C2CCCC2)C(=O)C=C2C=C(c3ccsc3)N(c3ccc(CO)cc3)C=C2C1=O (configuration not stated)
1.4%[12.4 µM]	C=C1C=C(Br)C2(OCCCO2)[C@H]2OC12 (some centres not stated)
44.3%[activator]	c1cncc(-c2nc(NCCN3CCOCC3)c3ccccc3n2)c1
-7.6%	FC(F)(F)c1cc(NC(=S)Nc2ccc3cc4ccccc4cc3c2)cc(C(F)(F)F)c1
0.2%	CC1OC(OCC2OC(Oc3c(-c4ccc(O)c(O)c4)oc4cc(O)cc(O)c4c3=O)C(O)C(O)C2O)C(O)C(O)C1O (configuration not stated)
-0.1%	CC(C)C[C@@H](CC(=O)N[C@@H](CCC(=O)O)CC(=O)O)NC(=O)[C@@H]1CNCC[C@H]1NC(=O)C[C@H](CCCN)NC(=O)C[C@H](Cc1c[nH]c2ccccc12)NC(=O)[C@@H]1CCCC[C@H]1N
3.5%	CC(C)NC(=O)[C@@H]1C[C@H]1[C@@H](NC(=O)OCc1ccccc1)c1ccccc1
-8.1%	Cc1ccc(CNC(=O)[C@H](C)[C@@H]2C[C@@]2(C)[C@@H](NC(=O)OCc2ccccc2)c2ccccc2)c(F)c1F
-13.3%&-1.1%	CCCCCCCCCCCCCCCC(=O)NCCc1ccc(O)c(O)c1
1.0%[12.4 µM]	C=CC[C@@H]1C=C[C@H](O/N=C2\c3cc(OC)ccc3O[C@H](c3cccc(OC)c3)[C@H]2O)[C@H](CO)O1
-0.4%	CCC1(c2ccc(O)cc2)NC(=O)N(C)C1=O (configuration not stated)
-14.8%	CCC/C=C(\CCC)C(NC(=O)c1ccco1)c1ccc(C(=O)OC)cc1 (configuration not stated)
-14.4%	COC(=O)c1ccc(C(NC(=O)OCc2ccccc2)/C(=C/[C@@H](C)C(=O)NC2CCCCC2)c2cccnc2)cc1 (some centres not stated)
-5.6%	CCCn1c(C)nc2c(N3CCCN(Cc4ccccc4)CC3)nc(C)nc21
-0.6%[12.4 µM]	CO[C@H]1COC(=O)[C@@H](C)COC(=O)[C@@H](COCc2ccccc2)NC(=O)C/C=C\[C@H]1C
-2.1%	COc1ccc(C(=O)c2ccccc2)c(O)c1O

Further structures:
BLM inh	SMILES
-4.0%	COC(=O)[C@@]1(Cc2ccc(OC)cc2)[C@H]2c3cc(C(=O)N4CCCC4)n(CCc4ccc(O)c(OC)c4)c3C[C@H]2CN1C(=O)c1ccccc1
-9.1%	CN1C/C(=C/c2ccc(B(O)O)cc2)C(=O)/C(=C/c2ccc(B(O)O)cc2)C1
0.1%	C[C@@H](C(=O)NCc1ccc(C(F)(F)F)nc1)[C@H]1C[C@]1(C)[C@H](NC(=O)OCc1ccccc1)c1ccccc1
-10.0%	Nc1nc2c([nH]c(=S)n2C2OC(CO)C(O)C2O)c(=O)[nH]1 (configuration not stated)

Screens: PubChem BioAssay, National Center for Advancing Translational Sciences (NCATS)
